Assay outcomes: PubChem, National Center for Advancing Translational Sciences (NCATS)
D2 agonist: activates the human D2 dopamine receptor | P14416 | HEK293 T-REx D2 cells, calcium flux agonist mode | activation, % at 2 µM | hit rate 0.53% among 340,000 | AID 485358;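 active means activation over 3 SD above normal in the single-dose calcium agonist read, cut at about 30% in these data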; further: 0% is about no effect
Target sequence (P14416 whole entry, looked up): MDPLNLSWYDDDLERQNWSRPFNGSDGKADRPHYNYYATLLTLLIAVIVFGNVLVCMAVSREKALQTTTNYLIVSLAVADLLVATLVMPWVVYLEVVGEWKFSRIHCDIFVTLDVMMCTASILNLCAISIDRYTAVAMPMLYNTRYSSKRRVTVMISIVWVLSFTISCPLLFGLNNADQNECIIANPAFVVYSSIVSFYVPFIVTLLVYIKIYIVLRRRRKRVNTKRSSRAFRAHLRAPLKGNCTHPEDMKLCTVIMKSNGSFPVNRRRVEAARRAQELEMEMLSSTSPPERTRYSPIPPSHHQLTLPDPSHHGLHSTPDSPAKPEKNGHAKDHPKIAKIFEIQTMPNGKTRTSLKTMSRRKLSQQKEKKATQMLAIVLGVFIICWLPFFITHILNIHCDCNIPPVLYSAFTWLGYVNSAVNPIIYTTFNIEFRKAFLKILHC
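Tetracycline-induced HEK293 Trex cells with D2 receptor force-coupled to calcium signaling, plated overnight at 30 C and loaded with no-wash calcium dye. Calcium flux read kinetically for 180 s after compound addition; responses flag agonists.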
D1 ag: human D1 receptor agonism; hit rate 1% among 360,000; P21728; activation, % at 2 µM; HEK293 T-REx D1 cells, calcium flux, agonist mode; in the data active means activation above about 30%; further: 0% is about no effect
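Inducible HEK293 T-REx D1 cells, force-coupled to calcium signalling, were plated at 4000 cells/well with tetracycline and held overnight at 30 C. After no-wash calcium dye loading, compound-evoked calcium rise over 180 s flagged agonists.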
TRHR PAM: allosterically enhances the human TRH receptor. P34981. TRHR cells, fluo-8 calcium fluorescence, EC20 TRH enhancement. enhancement, % at 2 µM. hit rate 0.66% among 360,000. AID 493056; in the data active means enhancement above about 30%; further: 0% is about no effect
Target sequence (P34981 whole entry, looked up): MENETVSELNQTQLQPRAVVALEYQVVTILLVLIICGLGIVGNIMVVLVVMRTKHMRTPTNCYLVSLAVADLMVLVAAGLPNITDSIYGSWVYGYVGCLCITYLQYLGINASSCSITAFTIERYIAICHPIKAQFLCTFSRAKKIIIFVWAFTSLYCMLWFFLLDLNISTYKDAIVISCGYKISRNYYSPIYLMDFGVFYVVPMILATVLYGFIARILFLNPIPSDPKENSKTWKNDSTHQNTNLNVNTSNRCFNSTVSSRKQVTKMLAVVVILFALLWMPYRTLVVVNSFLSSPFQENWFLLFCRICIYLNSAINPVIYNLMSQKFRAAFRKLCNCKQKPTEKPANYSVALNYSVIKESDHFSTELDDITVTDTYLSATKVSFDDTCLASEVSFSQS
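Enhancer read-out: after compound pinning and an initial kinetic agonist-mode read, an EC20 of TRH (10 nM final) was injected and fluo-8 calcium signal (Ex 480/Em 530) followed at 1 s/cycle for 100 cycles in TRHR-expressing cells.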
D1 antag: antagonists of human D1 dopamine receptor; P21728; HEK293 TREx D1 cells, calcium flux, dopamine EC80; active compounds read low; activity change, negative = inhibition, % at 10 µM; hit rate 3.2% among 360,000; in the data active means activity change below about -30%; further: on the % scale 0 is the no-effect control and ±100 the full control effect
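Allosteric or orthosteric antagonism assessed as attenuation of the calcium response to EC80 dopamine, added 180 s after compound, in induced HEK293 Trex D1 cells loaded with no-wash calcium dye.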
D1 potentiator: enhances dopamine response at the human D1 receptor; P21728; HEK293 TREx D1 cells, calcium flux, dopamine EC20 potentiation; potentiation, % at 10 µM; hit rate 0.036% among 360,000; AID 504651; in the data active means potentiation above about 30%; further: 0% is about no effect
RXFP1 antag: blocks the human relaxin receptor RXFP1 | activity change, negative = inhibition, % at 57.5 µM | HEK293-RXFP1, relaxin-stimulated cAMP HTRF, 30 min; active compounds read low | hit rate 0.59% among 350,000 | AID 1259400;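 active means activity change of -60% or lower, but not beyond a set lower limit; inconclusive means change between -60% and -40%, or beyond the set limit; inactive means change above -40%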; further: on the % scale 0 is the no-effect control and ±100 the full control effect
RXFP1 ag: RXFP1 (human) receptor agonism. Q9HBX9. HEK293T-RXFP1 cAMP TR-FRET, 30 min; response scale: percent of porcine relaxin response, buffer zero. Potency, µM (doses to about 57.5 µM), for the others: at the top dose activation, actives largely listed as activators. hit rate 0.3% among 370,000; active means well fitted activation curve with a large enough effect; inconclusive means small, poorly fitted or top-dose-only effect; further: potency means the concentration at half of the fitted maximal effect; on the % scale 0 is the no-effect control and ±100 the full control effect; nearly all actives have a fitted effect of over 60% in size; many of its hits are not listed in these tables
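HEK293 cells stably expressing RXFP1, treated 30 min at 37C with compounds plus PDE4 inhibitor Ro 20174; cAMP measured by HTRF TR-FRET. Normalized to buffer and 29 nM porcine relaxin; EC50 by Hill fit.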
D2 antag: D2 dopamine receptor (human) antagonism; inhibition, % at 10 µM; hit rate 2% among 340,000; HEK293 TREx D2 cells, calcium flux, dopamine EC80; P14416; in the data active means inhibition above about 30%; further: 0% is about no effect
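In this primary screen, negative modulation is detected by tracking calcium flux after an EC80 dopamine challenge in inducible HEK293 T-REx D2 cells preexposed to test compound for 180 s.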
D2 potentiator: positive allosteric modulators of human D2 dopamine receptor | HEK293 T-REx D2, calcium flux, EC20 dopamine potentiation | potentiation, % at 10 µM | hit rate 0.34% among 340,000 | AID 485347;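 active means potentiation over 3 SD above the plate norm, cut at about 30% in these data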; further: 0% is about no effect
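Cells plated with tetracycline inducer and held overnight at 30 C; calcium dye loaded 30–90 min at room temperature; baseline taken, compound added and read 180 s; EC20 dopamine then added and read 180 s.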
* marks the source's active call; other numbers are inactive results; ? = inconclusive; . = not tested or not shown. A portion of the library, so the mix of outcomes need not match the whole.

SMILES	D2 agonist	D1 ag	TRHR PAM	D1 antag	D1 potentiator	RXFP1 antag	RXFP1 ag	D2 antag	D2 potentiator
NS(=O)(=O)c1cccc(NC(=O)CSc2nnnn2-c2ccccc2)c1	1.6	1	1	1	6	0	-0.6%	-6	-7
Cc1nc(CN2CCN(C(=O)c3ccc(C(C)(C)C)cc3)CC2)cs1	-0.8	6	0	-21	.	-9	0.9%	11	21
C[C@@H](NC(=O)[C@@H]1Cc2ccccc2CN1C(=O)OC(C)(C)C)C(=O)NCc1ccco1	-0.7	2	0	-2	2	20	-1.1%	4	-4
CC1(c2ccc(OC(F)F)cc2)NC(=O)N(CC(=O)Nc2ccc(N3CCCCC3)cc2)C1=O (configuration not stated)	5.9	22	12	49	8	-9	0.0%	-1	20
COc1ccccc1N1CCN(C(CNC(=O)C(=O)NCc2cccnc2)c2cccnc2)CC1 (configuration not stated)	0.6	-1	-2	27	1	-11	-2.7%	.	9
Cc1noc(NS(=O)(=O)c2ccc(N3Cc4ccccc4C3=O)cc2)c1C	-0.7	1	4	14	-4	-7	?	-4	7
CCOC(=O)c1c[nH]c(=O)c(Br)c1O	.	3	6	3	-5	-5	-0.4%	.	8
Brc1c(CSc2nnc(-c3ccco3)o2)nc2ccccn12	0.9	10	1	-7	-4	5	1.0%	3	-1
O=C(O)C1CCN(c2ncccn2)CC1	-0.6	7	0	0	-6	-16	1.6%	1	20
Cc1noc(C)c1C(=O)N1CCC(CO)(Cc2ccccc2)CC1	1.3	3	3	5	-2	2	3.9%	-14	3
COc1cccc2sc3ccc(C#Cc4ccc(N)cc4)cc3c(=O)c12	-0.3	0	-12	0	-1	.	0.1%	-8	-5
CN1CCN(C(=S)NC(=O)c2ccc(Cl)cc2)CC1	0.4	1	2	0	-1	10	0.6%	-3	-2
COc1ccc(OC)c(NC(=O)CN(c2ccccc2OC)S(=O)(=O)c2ccc(C)cc2)c1	-0.7	3	-4	1	-1	.	4.0%	.	3
O=C(c1cc2nc(-c3ccc(Cl)cc3)cc(C(F)(F)F)n2n1)N1CCOCC1	-1.5	0	-8	-6	2	-10	0.6%	5	3
COC(=O)COc1cccc(NC(=O)c2ccccc2)c1	-0.8	0	1	-8	1	7	0.9%	6	-4
CC(C)NC(=O)c1ccc(NC(=O)N2CCCCc3ccccc32)cc1	0.2	3	1	12	-1	.	-1.1%	.	-10
Cc1cc(C)cc(N(CC(=O)Nc2ccccc2C(=O)N2CCOCC2)S(C)(=O)=O)c1	1.1	0	-8	-11	-5	-8	0.4%	9	-10
CCCOCCc1nnc(N)s1	-0.4	5	-5	-6	-10	-6	0.3%	-18	-2
CCCN(CCC)C(=O)C1CCN(c2cc(C)nc3c(-c4ccc(Cl)cc4)c(C)nn23)CC1	-0.3	3	5	2	-2	.	1.2%	.	14
COC(=O)c1c(NC(=O)COC(=O)CCc2ccc(S(=O)(=O)N3CCOCC3)cc2)sc2c1CCC2	-0.9	9	19	2	3	.	1.2%	-42	2
CCCNC(=O)c1ccc(SCC(=O)N(CC)CC)c([N+](=O)[O-])c1	-0.5	3	-6	-30	-3	-5	2.7%	10	.
Cc1cc(C)c(NC(=O)Cn2c(=O)n(Cc3ccco3)c(=O)c3ccccc32)c(C)c1	-1.7	5	1	11	0	-1	3.1%	-10	-1
Nc1c2c(nc3ccn(-c4ccccc4)c(=O)c13)CCCCC2	0.6	0	2	-35*	-10	-3	0.7%	6	-11
CC(C)(C)NC(=O)C(c1ccncc1)N(C(=O)Cn1nnc(-c2cccs2)n1)C1CCCCC1 (configuration not stated)	0.6	1	-1	-4	-5	0	-0.9%	4	-1
COC(=O)c1cc(S(=O)(=O)NCCc2cccc(C)c2)cn1C	-0.1	5	3	0	0	10	-1.1%	11	-9
CCS(=O)(=O)c1ccc2oc(Nc3cc(Cl)ccc3OC)nc2c1	-0.5	-1	2	-12	0	3	?	-8	12
Cc1cccc(N2CCN(C(=O)CCNS(=O)(=O)c3cccs3)CC2C)c1 (configuration not stated)	.	9	-5	-10	-7	-15	1.0%	.	.
C1=CC2CC1CC2CNCc1ccco1 (configuration not stated)	0.9	3	2	-8	-3	-11	0.3%	-5	-4
COc1ccc(-n2nc(C(=O)N(C)c3cccc(C(F)(F)F)c3)c3c4ccccc4n(C)c3c2=O)cc1	0.5	4	0	-22	1	-3	14%	.	-12
CC(C)=CCN1CCN(Cc2ccc(C#CC(C)(C)O)s2)CC1CCO (configuration not stated)	1.0	6	-5	-37*	-7	-16	-0.6%	21	1
O=C(Cc1ccccc1)c1ccc2c(c1)OCCO2	-0.3	2	7	-5	1	-8	4.5%	-4	14
CC(NC(=O)COC(=O)C1CCN(S(=O)(=O)c2ccccc2C(F)(F)F)CC1)c1ccccc1 (configuration not stated)	0.9	3	16	3	-6	.	-0.9%	-6	3
CC1CCCCC1NC(=O)/C(C#N)=C/c1ccc(OCC(N)=O)cc1 (configuration not stated)	1.3	1	2	7	-1	-22	-0.3%	-7	1
CCCc1cc(=O)[nH]c(SCC(=O)Nc2sc(C(N)=O)c(C)c2C(=O)OCCOC)n1	1.1	5	1	10	-1	8	3.7%	5	-29
CCc1cccc2c1NC(=O)[C@]21[C@@H]2C(=O)N(Cc3ccccc3)C(=O)[C@@H]2[C@@H]2CCCN21	-0.5	1	-4	8	9	-8	1.7%	-15	7
CCc1cccc(CC)c1-n1c(SCC(=O)c2c(N)n(C)c(=O)n(C)c2=O)nnc1-c1cccnc1	2.2	-2	-2	9	7	-10	13%	2	4
CCOc1ccc2c(c1)-c1c(ssc1=S)C(C)(C)N2C(=O)c1ccco1	-0.7	4	-3	5	0	-5	3.4%	3	-17
Cc1ccc(-c2ccc(CCC(=O)O)n2-c2ccc(C(N)=O)cc2)cc1	0.1	0	-13	-6	0	-32	0.8%	.	6
Cc1noc(C)c1S(=O)(=O)N1CCCC(C(=O)NCCC2=CCCCC2)C1 (configuration not stated)	-0.3	1	-1	4	0	-6	1.4%	8	-7
Fc1ccc(Nc2nc3ccccc3s2)cc1	1.4	5	0	-12	-6	-10	-1.6%	33*	-5
C[C@]12C(=O)N(c3ccc(Cl)cc3)C(=O)N1[C@H]1c3ccccc3OC[C@@H]1[C@H]2c1ccccc1	.	9	5	2	6	.	-0.3%	.	.
N=c1c(C(=O)NCc2ccco2)cc2c(=O)n3ccccc3nc2n1Cc1ccccc1	-0.2	1	-10	-11	-5	-9	1.2%	38*	-22
COc1ccc(NC(=O)c2ccc([N+](=O)[O-])s2)c([N+](=O)[O-])c1	-0.2	2	-1	9	-3	2	-0.5%	-5	-1
COc1ccc(Cl)c2sc(N3CCN(C(C)=O)CC3)nc12	0.2	0	4	-10	1	-9	-1.7%	-2	0
CC1CC(C)CN(CCCNC(=O)CC2Oc3ccccc3NC2=O)C1 (configuration not stated)	1.4	2	2	-10	.	.	0.2%	17	-10
CN(CC(=O)Nc1ccc(F)c(F)c1F)C(=O)CN1C(=O)NC2(CCCC2)C1=O	0.0	3	6	10	-2	-8	-2.1%	4	-2
Cn1cc(/C=C2\SC(=O)NC2=S)c2ccccc21	-0.4	0	2	2	9	-7	-2.1%	2	-5
CCC(C)(C)NC(=O)C(c1ccncc1)N(C(=O)c1sc(C)nc1C)c1ccc(F)cc1 (configuration not stated)	-1.2	3	5	9	5	-3	0.3%	0	5
Cc1nn(-c2ccccc2)c(N2CCCC2)c1/C=N/Nc1ccc(S(=O)(=O)Nc2ccccc2)cc1[N+](=O)[O-]	-1.4	3	10	-3	3	-6	-1.4%	-4	6
COc1ccccc1C(=O)NCCC(=O)NCCOc1ccccc1	0.0	3	-1	5	6	-1	-1.4%	-10	-1
CN1CCN(c2ccc(S(=O)(=O)N3CCCCC3)cc2NC(=O)COc2ccc(F)cc2)CC1	-0.2	4	6	6	-3	2	0.4%	-10	-11
CN(c1ccccc1)c1nc(N)c([N+](=O)[O-])c(N2CCCC2)n1	-1.2	0	-5	0	-3	-13	-2.7%	-24	2
CCCCOc1ccc(CSCCN=C(N)N)cc1	0.5	0	-4	6	-4	-4	-0.7%	6	-2
O=C(CC(=O)N/N=C/c1ccccc1)NCc1ccccc1	0.3	0	0	-3	-11	3	2.4%	12	-5
CC1CCCC(NC(=O)CSc2nnnn2C)C1C (configuration not stated)	-0.1	4	-1	14	-4	4	0.2%	-7	-5
CCC1CCCCN1S(=O)(=O)c1c(C)n(C)c(=O)n(C)c1=O (configuration not stated)	-0.3	1	-7	-1	1	-2	-0.3%	-15	-8
CC(C)S(=O)(=O)c1cnc(N2CCOCC2)nc1N	-0.3	3	18	-5	-2	25	-1.4%	-14	-1
CCOC(=O)N1CCC(c2[nH][nH]c(=O)c2C)CC1	-0.1	1	24	6	-5	7	0.5%	-5	-3
Clc1ccc(C2CC(c3cccs3)n3ncnc3N2)cc1 (configuration not stated)	-0.2	9	-2	-7	-9	-7	4.0%	10	0
O=C(COC(=O)Cn1cnc2ccccc21)NCCc1ccccc1	0.2	0	-3	-8	-6	11	0.6%	10	9

As entered above:
COc1ccccc1C(=O)NCCC(=O)NCCOc1ccccc1 | D1 ag = 3
CC1CCCC(NC(=O)CSc2nnnn2C)C1C (configuration not stated) | D2 antag = -7

Other entries
SMILES	D2 agonist	D1 ag	TRHR PAM	D1 antag	D1 potentiator	RXFP1 antag	RXFP1 ag	D2 antag	D2 potentiator
CNS(=O)(=O)c1cc(N)ccc1C	-1.1	2	8	10	3	1	-0.8%	-11	0
Cc1nn(C)cc1CNC(=O)c1cnn2c(C(F)F)cc(C3CC3)nc12	0.7	1	8	4	13	7	5.3%	-5	9
NC(=O)CSc1nnc(-c2ccco2)n1-c1ccccc1	0.7	3	12	7	-4	7	-0.9%	-8	12
CC(C)c1cccc(C(C)C)c1NC(=S)Nc1cccc(Cl)c1	.	3	3	-19	-5	-3	2.5%	.	1
Cn1nnnc1SCC(=O)c1ccco1	5.2	2	-5	5	-9	6	-0.4%	8	-11
COc1cc2c(cc1OC)CN(C(=O)C1CCCN1S(=O)(=O)c1ccc(C)cc1)CC2 (configuration not stated)	-0.4	3	0	0	4	-12	2.1%	-21	10
Cc1ccc(CN2CCN(/N=C/c3sccc3C)CC2)c(C)c1	.	1	6	4	2	-3	4.7%	.	.

Of the compounds above, these have a CF3 group:
SMILES	D2 agonist	D1 ag	TRHR PAM	D1 antag	D1 potentiator	RXFP1 antag	RXFP1 ag	D2 antag	D2 potentiator
O=C(c1cc2nc(-c3ccc(Cl)cc3)cc(C(F)(F)F)n2n1)N1CCOCC1	-1.5	0	-8	-6	2	-10	0.6%	5	3
COc1ccc(-n2nc(C(=O)N(C)c3cccc(C(F)(F)F)c3)c3c4ccccc4n(C)c3c2=O)cc1	0.5	4	0	-22	1	-3	14%	.	-12
CC(NC(=O)COC(=O)C1CCN(S(=O)(=O)c2ccccc2C(F)(F)F)CC1)c1ccccc1 (configuration not stated)	0.9	3	16	3	-6	.	-0.9%	-6	3
